# Autophagy mod: alters autophagy in cells. MEF GFP-LC3 puncta imaging; test concentration mostly 10 µM. 190,000 tested, 0.98% active. calls only at 10 µM (by protocol);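 active = percentage of spot-positive cells more than 3 SD above its plate mean, without a fluorescence outlier flag or 80% toxicity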;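 also: spot-positive cell cutoff set from DMSO-treated cells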
# P. falciparum M1AAP: P. falciparum M1AAP inhibitors, biochemical, fluorogenic H-Leu-NHMec substrate, 1536-well (AID 1445); recombinant M1AAP, H-Leu-NHMec fluorogenic kinetic assay; higher % means a stronger effect; inhibition, % at 30 µM; hits with a dose series show IC50 in µM; 220,000 tested, 0.42% active;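 active = primary inhibition above the hit cutoff, then over 50% inhibition at one or more dose response concentrations, cut at about 23% in these data, passing the limit was not always enough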;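 also: plate controls were DMSO full reaction for no effect and no enzyme background for full effect; strong numbers were not always called active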
# Dynein cargo inh: blocks dynein driven cargo transport along microtubules; 3617.4 mouse cells, GR-EGFP nuclear translocation imaging; test concentration mostly 20 µM; stimulated with dexamethasone, 1 µM; stronger effect = lower value; z-score, hits read low; 220,000 tested, 0.47% active;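 active = plate z-score of nuclear minus cytoplasmic receptor signal below a set negative limit, without overly bright fluorescence or cell loss, cut at about -3.5 in these data, passing the limit was not always enough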;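 also: z-score of nuclear minus cytoplasmic ring GR-EGFP intensity difference per well; some compounds called inactive have numbers as strong as hits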
#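 Also added: dexamethasone, 1.0 µM final. Medium: tet-free, stripped-serum medium. Detection: fixed, Hoechst-stained cells imaged at 10x for EGFP. Read-out: nuclear-to-cytoplasmic GR-EGFP distribution per well. Times: induction 48 h, compound 1 h, agonist 30 min.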
# UTI89 phage lysis: inhibition of K1F phage lysis, E. coli UTI89, bacterial capsule biogenesis inhibitors, alamar blue (AID 488966). E. coli UTI89 K1F phage lysis, alamar blue, 2 h; higher % means a stronger effect. one-dose inhibition, % at 100 µM; IC50 in µM for titrated hits. 340,000 tested, 0.02% active;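 active = phage lysis inhibition, versus mean bacterial control, above a set limit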;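 also: capsule biogenesis inhibitors block K1F phage lysis so surviving cells raise fluorescence; higher fluorescence means more inhibition of phage lysis; actives were called in the ten point dose series up to 300 µM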
# MT stabilize HCS: stabilizes microtubules in HeLa cells; HeLa tubulin immunostaining HCS, 24 h; share of cells brighter than vehicle mean+2SD; % tubulin-high responders, % at 10 µM; 200,000 tested, 0.83% active; AID 2205;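 active = plate Z-score above 3 for both tubulin-high and condensed-nucleus cell shares, with cell loss under 80%, at 10 µM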;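 also: anti alpha tubulin signal scored within the nucleus-defined area of each cell; some results filed as inactive read as strong as hits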
# Insulin prom up: MIN6 insulin promoter up-regulation. 190,000 tested, 0.3% active. z-score at 5 µM. MIN6 insulin promoter-GFP reporter, high-content imaging; stronger effect = higher value. AID 1625;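 active = z-score above 3 at 5 µM with at least 500 cells counted in the well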
# P. falciparum M17LAP: P. falciparum M17LAP inhibitors, primary screen, biochemical, fluorogenic H-Leu-NHMec substrate, 1536-well (AID 1619). 220,000 tested, 0.38% active. recombinant M17LAP, H-Leu-NHMec fluorogenic kinetic assay; higher % means a stronger effect. one-dose inhibition, % at 30 µM; IC50 in µM for titrated hits;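 active = compound inhibiting the enzyme by more than half at any dose during confirmatory dose-response retesting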;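 also: plate controls were full reaction with DMSO carrier for no effect and no enzyme background for full effect; strong numbers were not always called active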
# ER stress rescue: rescue of cells from ER stress-induced death, primary screen, 384-well, CSM14.1, thapsigargin, ATP luminescence (AID 1222) | CSM14.1 thapsigargin-induced death rescue, ATP luminescence; higher % means a stronger effect | one-dose cellular ATP content (survival), % at 20 µM; EC50 in µM for titrated hits | 190,000 tested, under 10 active;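 active = EC50 below 50 µM in the dose-response confirmation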;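 also: death triggered by thapsigargin at about 15 µM added after 2 h compound pretreatment; cell ATP read after overnight thapsigargin exposure of roughly 18 to 22 hours; normalized against plate controls of thapsigargin alone and 5% DMSO vehicle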
# bCat nuc transl: alters nuclear translocation of beta-catenin in HeLa cells. nuclear translocation activity, % at 5 µM. immunofluorescence imaging. AID 1665. 190,000 tested, 0.3% active;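 active = nuclear translocation activity above 50% at 5 µM, with a well cell count of 50 or more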;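 also: per-cell ratio of nuclear to cytoplasmic median beta-catenin stain intensity; plate controls were DMSO negative control for no effect and GSK-3 inhibitor IX positive control for full effect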
#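 Assay system: human HeLa cells, native beta-catenin; doses: 5 µM primary, 0.02–20 µM confirmation; incubation: compound treatment 24 h, 37°C, 5% CO2; technique: fluorescence imaging of beta-catenin antibody stain plus DAPI; measure: % activation, nuclear-to-cytoplasmic median beta-catenin signal ratio per cell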
# Dynein cargo inh cytoplasmic EGFP: further read-out of Dynein cargo inh, marked with its call; z-score; measured here: cytoplasmic GR-EGFP intensity; stronger effect = higher value
# Dynein cargo inh nuclear GR-EGFP: second read-out of Dynein cargo inh, no call of its own (marks repeat the call); z-score; measured here: nuclear GR-EGFP intensity;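 lower value marks the stronger effect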
# Dynein cargo inh cell count: second read-out of Dynein cargo inh, no call of its own (marks repeat the call); z-score; measured here: cell count per field
# Insulin prom up cell count: recorded beside Insulin prom up, whose call it bears; cell count; measured here: cytotoxicity, nuclei count;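 total cells summed across four imaged fields per well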
# bCat nuc transl cell count 5 µM: second read-out of bCat nuc transl, no call of its own (marks repeat the call); cell count; measured here: cell count, cytotoxicity flag
# MT stabilize HCS Hoechst-high %: also measured in MT stabilize HCS; calls as there; % Hoechst-high responders; measured here: nuclear condensation Hoechst responders;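 share of cells brighter than vehicle mean plus two SD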
# MT stabilize HCS cytotoxicity %: recorded beside MT stabilize HCS, whose call it bears; toxicity, %; measured here: cytotoxicity by cell density;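 0% = mean cell density of plate MIN control wells and 100% = no cells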
# Autophagy mod cell loss 18 h: further read-out of Autophagy mod, marked with its call; toxicity, %; measured here: cell loss, nuclei count;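 cell loss after 18 h compound exposure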
# Active calls of the source: *; i = inactive; nt = no result given; [ ] = another dose, or the depositor's remark.
# A first look, 4 compounds:
no.	SMILES	Autophagy mod	Autophagy mod cell loss 18 h	P. falciparum M1AAP	Dynein cargo inh	Dynein cargo inh cytoplasmic EGFP	Dynein cargo inh nuclear GR-EGFP	Dynein cargo inh cell count	UTI89 phage lysis	MT stabilize HCS	MT stabilize HCS Hoechst-high %	MT stabilize HCS cytotoxicity %	Insulin prom up	Insulin prom up cell count	P. falciparum M17LAP	ER stress rescue	bCat nuc transl	bCat nuc transl cell count 5 µM
1	CC(C)NCC(O)COc1ccc2c(c1)CCC2 (stereo unspecified)	i	-2	3%	1.5	-0.16	0.93	-1.3	3.8%	1.7	3.2	11	0.66	1477	-5%	2.7%	-1.1	1060
2	COc1ccccc1/C=C/C(=O)Nc1nc(N)n(-c2ccccc2)n1	nt	nt	4%	0.34	-0.24	0.041	-0.21	-0.6%	nt	nt	nt	0.34	1190	13%	nt	0.3	1306
3	CCNc1nc(NCC)n2c(SCC(=O)NC34CC5CC(CC(C5)C3)C4)nnc2n1	i	-4	2%	-0.09	-0.3	-0.29	0.49	0.0%	1.7	4.3	7.4	-0.23	1469	-6%	-2.5%	-3.5	1141
4	CCCc1cc(=O)[nH]c(SCC(=O)c2cc(C)n(CCC)c2C)n1	i	-7	-10%	1.1	0.021	0.66	-1	0.5%	3.3	2.4	0.1	-0.49	1053	9%	-1.9%	0.6	1409

# Main list, from the start:
no.	SMILES	Autophagy mod	Autophagy mod cell loss 18 h	P. falciparum M1AAP	Dynein cargo inh	Dynein cargo inh cytoplasmic EGFP	Dynein cargo inh nuclear GR-EGFP	Dynein cargo inh cell count	UTI89 phage lysis	MT stabilize HCS	MT stabilize HCS Hoechst-high %	MT stabilize HCS cytotoxicity %	Insulin prom up	Insulin prom up cell count	P. falciparum M17LAP	ER stress rescue	bCat nuc transl	bCat nuc transl cell count 5 µM
1	CC(C)NCC(O)COc1ccc2c(c1)CCC2 (stereo unspecified)	i	-2	3%	1.5	-0.16	0.93	-1.3	3.8%	1.7	3.2	11	0.66	1477	-5%	2.7%	-1.1	1060
2	COc1ccccc1/C=C/C(=O)Nc1nc(N)n(-c2ccccc2)n1	nt	nt	4%	0.34	-0.24	0.041	-0.21	-0.6%	nt	nt	nt	0.34	1190	13%	nt	0.3	1306
3	CCNc1nc(NCC)n2c(SCC(=O)NC34CC5CC(CC(C5)C3)C4)nnc2n1	i	-4	2%	-0.09	-0.3	-0.29	0.49	0.0%	1.7	4.3	7.4	-0.23	1469	-6%	-2.5%	-3.5	1141
4	CCCc1cc(=O)[nH]c(SCC(=O)c2cc(C)n(CCC)c2C)n1	i	-7	-10%	1.1	0.021	0.66	-1	0.5%	3.3	2.4	0.1	-0.49	1053	9%	-1.9%	0.6	1409
5	O=C(NCCCN1CCCC1)[C@H](CSCc1ccccc1)N1Cc2ccccc2C1=O	nt	nt	0%	-0.45	-0.23	0.22	0.54	0.5%	nt	nt	nt	0.12	1016	12%	nt	1.1	1320
6	CC(C)Cn1c(-c2ccco2)n[nH]c1=S	i	-2	5%	-0.76	-0.23	-0.47	0.41	1.2%	3.9	2.6	3.4	nt	nt	-2%	-0.3%	nt	nt
7	O=C(O)c1cn(-c2ccccc2)nc1-c1ccc(Cl)cc1	i	6	nt	2.1	-0.096	0.98	-1.9	-1.0%	4.0	2.1	8.9	nt	nt	nt	nt	nt	nt
8	O=C(CSCc1c[nH]c(=O)[nH]c1=O)OCC(=O)c1ccc(Br)cc1	i	-13	5%	-0.94	-0.29	-0.36	0.028	-0.2%	2.2	2.1	3.8	-0.03	1460	-6%	0.1%	1.1	1486
9	Cc1nc(-c2cc(-c3nc(-c4ccc(C(C)(C)C)cc4)no3)no2)cs1	nt	nt	3%	0.37	-0.24	-0.038	-0.12	-0.4%	nt	nt	nt	nt	nt	5%	nt	-4.7	1203
10	CCc1nnc(NC(=O)NC(C)(C)C)s1	i	-6	0%	0.45	0.028	0.48	-0.7	0.4%	2.1	1.2	6.7	1.4	855	-5%	-0.8%	nt	nt
11	O=C(Nc1ccccc1C(=O)Nc1nnc(C(F)(F)F)s1)c1ccccc1Cl	nt	nt	7%	1.6	-0.082	0.66	-2.8	0.2%	nt	nt	nt	-0.25	1283	0%	nt	-1.6	1103
12	OC(CCCN1CCCCC1)(c1ccccc1)c1ccccc1	i	30	-1%	-0.56	-0.3	-0.11	0.87	3.1%	2.6	1.8	4.7	nt	nt	3%	-1.4%	-3.3	623
13	O=S(=O)(NN=C1CCCCC1)c1ccccc1	i	-7	10%	-1.1	-0.19	-0.74	-0.49	4.4%	1.4	1.5	6.6	0.2	1543	0%	0.5%	0.6	1523
14	CCOC(=O)N1CCC(NC(=O)c2ccc3c(c2)sc2nc(-c4ccc(OC)cc4)cn23)CC1	i	13	7%	0.4	-0.29	0.55	-0.45	nt	3.7	1.4	3.1	0.14	1046	-4%	-1.4%	0.3	902
15	CCOC(=O)CSC1=NC(=O)/C(=C/c2ccc(OC)cc2)S1	i	-14	3%	-2.6	1.6	-1.8	-0.6	-1.1%[50 µM]	2.1	3.3	6.7	nt	nt	15%	-1.1%	3.5	734

# Values by screen from the entries so far.
# Entries 3 to 6 in MT stabilize HCS read 1.7, 3.3, nt, 3.9

# Additional entries.
no.	SMILES	Autophagy mod	Autophagy mod cell loss 18 h	P. falciparum M1AAP	Dynein cargo inh	Dynein cargo inh cytoplasmic EGFP	Dynein cargo inh nuclear GR-EGFP	Dynein cargo inh cell count	UTI89 phage lysis	MT stabilize HCS	MT stabilize HCS Hoechst-high %	MT stabilize HCS cytotoxicity %	Insulin prom up	Insulin prom up cell count	P. falciparum M17LAP	ER stress rescue	bCat nuc transl	bCat nuc transl cell count 5 µM
16	C=CCN1C(=O)CSC1=Nc1cccc(O)c1	i	6	0%	0.25	-0.28	0.033	0.52	0.6%	2.7	2.5	6.7	-0.07	1214	7%	nt	nt	nt
17	Cc1ccc(CC(=O)Nc2cccc(C)n2)cc1	i	-7	2%	-0.89	-0.08	-0.62	1.1	0.6%	4.2	1.6	7.6	-0.27	1251	14%	nt	nt	nt
18	CSc1ccc(C2c3[nH]c4ccccc4c3CCN2C(=O)c2ccnn2C)cc1 (stereo unspecified)	i	-4	0%	1.6	-0.11	1.3	-1.7	1.0%	6.1	7.8	15	nt	nt	-6%	0.8%	5.0	944
19	CCOC(=O)C(C)Sc1cc(CS(=O)(=O)c2ccccc2)nc(-c2ccccc2)n1 (stereo unspecified)	i	-6	-5%	-0.71	-0.13	-0.61	0.24	0.2%	1.5	1.3	7.6	nt	nt	-18%	14%	nt	nt
20	c1ccc(Cn2nnc3c(NCCN4CCOCC4)ncnc32)cc1	i	-15	1%	-0.34	-0.19	0.13	-0.03	8.9%	5.2	2.0	7.4	1.4	834	4%	3.6%	-1.1	1027
21	O=C(Nc1ccc(SC(F)F)cc1)C1=COCCO1	i	-6	-2%	-0.95	-0.23	-0.52	0.85	0.2%	3.2	2.2	7.5	-0.28	1141	10%	nt	nt	nt
22	Cc1nc2ccccc2n1CC(=O)NC1CCCC1	i	0	10%	0.18	-0.34	-0.026	0.71	0.1%	1.8	2.6	7.7	-0.04	1416	-3%	2.8%	1.0	1475
23	CC(=O)N1CCN(CC(=O)Nc2cc([N+](=O)[O-])ccc2Cl)CC1	i	13	2%	-1.1	-0.26	-0.48	1	0.1%	1.4	1.6	1.1	-0.2	1155	5%	-5.9%	0.4	1045
24	COc1ccc(CNC(=O)c2c(C)cc(=O)oc2C)cc1	i	5	7%	0.7	0.22	0.18	-0.19	0.2%	4.7	3.2	4.8	0.61	1346	10%	-0.1%	-1.7	1089
25	COc1ccc(CCN2C(=O)CC(Cc3ccc(Br)cc3)C2=O)cc1OC (stereo unspecified)	i	12	-1%	0.33	-0.26	0.24	0.39	4.9%	8.1	0.7	5.7	-0.44	1308	-5%	-2.1%	nt	nt
26	CCn1c(CC(=O)Nc2ccc(C)cc2)nnc1SCC(=O)NCc1ccccc1	i	-3	-2%	-0.5	-0.12	-0.29	0.3	-0.5%	3.4	2.3	6.0	-0.14	1207	-3%	nt	0.5	1045
27	CCC(C)[C@H](NC(=O)NCCCOC(C)C)C(=O)OC (stereo partly specified)	nt	nt	-3%	0.005	-0.31	-0.067	1	1.5%	nt	nt	nt	0.23	1262	-5%	nt	-0.3	1018
28	NC(=O)c1ccc[n+](CC(=O)c2ccc(F)cc2)c1	nt	nt	-1%	0.028	-0.26	-0.065	-0.18	-1.2%	nt	nt	nt	-0.63	1048	3%	nt	-0.1	1266
29	N#Cc1cc(-c2ccccc2)nc(N2CCNCC2)n1	nt	nt	3%	-1.1	-0.26	0.083	0.31	1.4%	nt	nt	nt	-0.11	920	-2%	nt	2.8	1304
30	Cn1c(=O)c2nc(-c3ccccc3)oc2c2ccccc21	i	5	8%	-0.38	-0.35	-0.18	0.56	0.0%	5.7	2.9	3.5	-0.43	1453	-3%	-1.7%	0.8	1324
31	Cc1nc(NC(=O)CN(C)S(=O)(=O)c2ccc(Br)cc2)sc1C	i	-9	16%	-0.85	0.24	-0.2	0.47	6.5%	3.1	1.1	6.3	-1	977	5%	-0.9%	nt	nt
32	Cc1noc(C)c1S(=O)(=O)Nc1ccc(C(=O)N2CCCCC2)cc1	i	2	5%	-2.1	-0.14	-1	0.56	0.0%	2.1	2.2	7.6	0.23	770	3%	0.6%	1.5	996
